# Screening data deposited in PubChem BioAssay by National Center for Advancing Translational Sciences (NCATS).
# 4MU fluor = compound fluoresces in the 4-MU spectral region; 11% of 59,000 active; AID 589; compound autofluorescence, 340/450 nm, 4-MU equivalents; active compounds read high; max dye-equivalent concentration, M; in the data active = max dye-equivalent concentration above about 10 nM; inconclusive = mostly about 1.1 nM to 9.6 nM
#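 Compounds in 100 mM Tris, pH 8.0, incubated 15 min at room temperature, then fluorescence read at 340 nm excitation/450 nm emission. Signal converted to 4-MU dye-equivalent concentration using an on-plate six-point 4-MU standard curve.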
# HBB splicing = hemoglobin beta splicing modulation; Potency, µM (highest dose often 46.1 µM), inactives show at the highest dose activation, most hits filed as activators; HBB splicing reporter cell assay, activation; EGFP reporter with mutant IVS2-654 intron; response scale: normalised to 500 nM splice-correcting PNA; AID 925; 0.06% of 65,000 active; also: potency is read from the fitted curve at half-maximal effect; 0% is about no effect
#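 Compounds were applied for 2 days to HeLa EGFP-654 cells, 500/well in Optimem with 2% FCS. The reporter's EGFP is disrupted by mis-splicing of beta-globin intron IVS2-654. Readout: summed well GFP fluorescence from 488 nm laser scanning; reference was 500 nM antisense […] 654 PNA.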
# 15-hLO inh = 15-hLO (ALOX15) enzyme inhibition; purified 15hLO-1, xylenol orange hydroperoxide absorbance; Potency, µM (highest dose often 57.1 µM), inactives show at the top dose activity change, negative = inhibition, usual class: inhibitors; 1.4% of 74,000 active; AID 887; also: potency is read from the fitted curve at half-maximal effect; % is scaled to controls: 0 for no effect and ±100 for the full control effect; nearly all actives have a fitted effect of over 55% in size
# Target sequence (P16050 whole entry, looked up): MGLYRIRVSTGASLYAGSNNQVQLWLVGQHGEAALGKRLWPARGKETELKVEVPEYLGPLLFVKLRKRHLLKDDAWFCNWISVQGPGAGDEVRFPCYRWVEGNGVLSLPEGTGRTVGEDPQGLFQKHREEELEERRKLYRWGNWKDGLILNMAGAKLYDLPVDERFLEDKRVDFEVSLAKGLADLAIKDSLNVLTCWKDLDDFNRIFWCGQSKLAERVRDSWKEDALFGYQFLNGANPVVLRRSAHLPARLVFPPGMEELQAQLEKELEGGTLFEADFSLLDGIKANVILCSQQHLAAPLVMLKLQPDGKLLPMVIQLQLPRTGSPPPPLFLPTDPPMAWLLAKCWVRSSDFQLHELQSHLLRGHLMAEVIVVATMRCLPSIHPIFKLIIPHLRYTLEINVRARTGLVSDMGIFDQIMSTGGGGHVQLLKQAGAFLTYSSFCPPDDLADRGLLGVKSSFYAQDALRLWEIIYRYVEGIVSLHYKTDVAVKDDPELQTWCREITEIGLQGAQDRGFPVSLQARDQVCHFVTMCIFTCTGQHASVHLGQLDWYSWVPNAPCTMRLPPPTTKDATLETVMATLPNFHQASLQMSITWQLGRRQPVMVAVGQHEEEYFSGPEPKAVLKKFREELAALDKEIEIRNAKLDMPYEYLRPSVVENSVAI
#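 Hydroperoxide formed from arachidonic acid (50 uM) by purified human 15hLO-1 (40 nM) oxidizes ferrous iron, and the ferric-xylenol orange complex is read at 573 versus 405 nm. Compounds were preincubated 15 min; reaction ran 6 min at room temperature.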
# GFP derepression = epigenetic modulators derepressing GFP locus in mouse cells; 0.09% of 68,000 active; mouse C127i GFP locus derepression, cytometry, 30 h; Potency, µM (highest dose often 46.1 µM), inactives show at the top dose GFP derepression (activation); AID 597; also: % of control where 0% means no effect
#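 Read-out is the number of GFP-positive cells, scored as fluorescent objects 20 to 120 um wide, reflecting derepression of a silenced CMV-GFP reporter in murine C127i cells after 30 h compound exposure at 37 C.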
# Fluorescein fluor = compound autofluorescence in fluorescein spectral region. Compound autofluorescence, 480/540 nm, fluorescein-equivalent; active compounds read high. max fluorescein-equivalent concentration, M. 0.91% of 59,000 active. AID 593; in the data active = max fluorescein-equivalent concentration above about 10 nM; inconclusive = between about 1.1 nM and that limit
#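 Compounds were pin-transferred into 100 mM Tris buffer, pH 8.0, and incubated 15 min at room temperature. Fluorescence was read at 480 nm excitation/540 nm emission. Signals were normalized to an on-plate six-point fluorescein standard curve as dye-equivalent concentration.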
# TexasRed autofl = Texas Red region autofluorescence. Compound fluorescence, Texas Red channel, 547/618 nm; active compounds read high. max dye-equivalent concentration, M. 0.06% of 59,000 active. AID 587; in the data active = max dye-equivalent concentration above about 10 nM; inconclusive = between about 1.1 nM and that limit
#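 Dye-equivalent concentrations come from scaling compound signal (ex 547, em 618 nm) to six Texas Red standard concentrations run on every plate, after 15 min room-temperature incubation in pH 8.0 Tris (100 mM).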
# Pol III holo inh = inhibitors of bacterial DNA polymerase III holoenzyme. reconstituted DNA polymerase III holoenzyme replication, biochemical. Potency, µM (highest dose often 57.1 µM), for the others: top-dose activity change, negative = inhibition. 0.25% of 71,000 active. AID 603; also: potency is read from the fitted curve at half-maximal effect; % is scaled to controls: 0 for no effect and ±100 for the full control effect
#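 Reconstituted *E. coli* holoenzyme (0.35 nM Pol III, 1 nM beta, 154 nM SSB, 2 nM primase) was preincubated with compound for 15 min at RT. Synthesis on 1.4 nM ssM13Gori ran 35 min, then was stopped with PicoGreen/EDTA and read as dsDNA fluorescence.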
# Ub-GFP proteasome = proteasome inhibitors stabilizing ubiquitin-GFP reporter; Potency, µM (series often up to 45.9 µM), for inactives: at the top dose activation (GFP accumulation), actives largely listed as activators; Ubiquitin-GFP reporter cells, proteasome inhibition, GFP fluorescence; response scale: untreated = 0%, 10 µM MG-132 = 100%; 67,000 tested, under 10 active; AID 526; active = well fitted activation curve with a large enough effect, not every such curve was filed as active; inconclusive = small, poorly fitted or top-dose-only effect, or another doubt; inactive = no such curve, though single readings can be large or run the other way; also: potency is read from the fitted curve at half-maximal effect
#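 GFP accumulation read-out: laser plate cytometry counting ubiquitin(G76V)-GFP-expressing U2OS cells after 4 hr compound exposure at 37 °C. Titrations spanned 46 uM to 2.9 nM; 0% = basal, 100% = 10 uM MG-132; concentration-response curves fitted.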
# Hsp90 Hop PPI = changes Hsp90-Hop TPR2A binding signal, up or down. AlphaScreen TPR2A-His6 binding biotin-Hsp90 C-terminal peptide. 0.44% of 71,000 active. Potency, µM (highest dose often 57 µM), without a hit: at the top dose activity change, negative = inhibition; active = well fitted curve in either direction with a large enough effect; inconclusive = small, poorly fitted or top-dose-only effect, or another doubt; also: potency is read from the fitted curve at half-maximal effect; % is scaled to controls: 0 for no effect and ±100 for the full control effect; many of its hits are not listed in these tables
# Rhodamine autofl = compound autofluorescence in rhodamine spectral region | max dye-equivalent concentration, M | AID 594 | 0.05% of 59,000 active | Rhodamine-region fluorescence, 547/598 nm, Tris buffer; active compounds read high; in the data active = max dye-equivalent concentration above about 11 nM; inconclusive = between about 1.1 nM and that limit
#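 Compound fluorescence in 100 mM Tris, pH 8.0, read after 15 min at room temperature with 547 nm excitation and 598 nm emission. Output is dye-equivalent concentration from an on-plate rhodamine standard series.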
# HADH2 inh = HADH2 (human) dehydrogenase inhibition; Q99714; recombinant HADH2, NADH fluorescence, beta-hydroxybutyryl-CoA; Potency, µM (top dose mostly 57.1 µM), without a hit: at the highest dose activity change, negative = inhibition, actives largely listed as inhibitors; 3.4% of 73,000 active; also: potency is read from the fitted curve at half-maximal effect; % is scaled to controls: 0 for no effect and ±100 for the full control effect; nearly all actives have a fitted effect of over 60% in size; many of its hits are not listed in these tables
# Target sequence (Q99714 whole entry, looked up, one chain of several): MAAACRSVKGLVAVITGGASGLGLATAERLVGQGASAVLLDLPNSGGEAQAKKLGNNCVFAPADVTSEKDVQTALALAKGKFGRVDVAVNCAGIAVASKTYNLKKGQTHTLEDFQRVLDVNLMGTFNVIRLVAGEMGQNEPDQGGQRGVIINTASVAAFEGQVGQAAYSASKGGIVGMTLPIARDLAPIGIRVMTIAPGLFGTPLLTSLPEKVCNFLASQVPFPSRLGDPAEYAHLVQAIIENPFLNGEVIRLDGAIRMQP
#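 NADH fluorescence (ex 360/em 450 nm) read every 30 s for 4 min; activity taken as last-minus-first time point difference. Enzyme 20 nM, NAD+ 1 mM, beta-hydroxybutyryl-CoA 90 uM, pH 9.0 Tris buffer.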
# * hit, by the source's call; i = inactive; ? = inconclusive; . = no result given; [ ] = another dose, or the depositor's remark. Unless noted, calls follow the shape of the dose curve; as a rule, active = well fitted curve in the direction sought with a large enough effect; inconclusive = small, poorly fitted or top-dose-only effect, or another doubt; inactive = no such curve, though single readings can be large; an effect the other way counts as inactive or inconclusive. This is a subset. The share of hits here may be higher or lower than overall.
SMILES,4MU fluor,HBB splicing,15-hLO inh,GFP derepression,Fluorescein fluor,TexasRed autofl,Pol III holo inh,Ub-GFP proteasome,Hsp90 Hop PPI,Rhodamine autofl,HADH2 inh
CC(C)OC(=O)CC(=O)CSc1nc2c(cc1C#N)CCCC2,1.47e-08M*,.,-12.8%,0.0%,i,i,0.2%,-4.9%,5.0%,i,?
CCN(c1ccccc1)c1cc(C)nc2nc(C)nn12,.,-0.4%,3.5%,1.9%,.,.,-2.1%,2.9%,-3.9%,.,-8.7%
Cn1c(=O)c2c(nc(SCC(=O)NCc3ccco3)n2C)n(C)c1=O,i,.,2.7%,1.3%,i,i,-4.2%,5.2%,-0.8%,i,4.0%
COc1ccc(C(=O)/C=C/Nc2cccc(C)n2)cc1OC,1.25e-07M*,.,.,-2.6%[20.6 µM],i,i,.,.,.,i,.
Cc1cccc(C)c1OCCOCCN1CCN(C)CC1,i,3.5%[0.369 µM],-5.7%,-2.1%,?,i,-1.3%,.,-9.5%,i,-3.8%
COc1ccc2nc(N3CCCC3)[nH]c2c1,i,3.4%[57.5 µM],12.9%,-2.2%,?,i,-10.6%,-3.8%,-2.4%,i,-0.2%
Cc1nnc(SCC(=O)Nc2ccc(Oc3ccccc3)cc2)n1N,i,-0.8%,0.1%,-2.7%,i,i,-0.5%,6.5%,-8.9%,i,-1.0%
CCCc1nc(N)c(C#N)c(-c2cccnc2)c1CC,.,-0.7%,-6.1%,.,.,.,0.8%,-10.2%,1.0%,.,-21.1%
CCOC(=O)CC(=O)CSc1nc2c(sc(=S)n2-c2ccccc2)c(=O)[nH]1,?,1.2%[0.369 µM],-10.9%,0.0%,i,?,-3.9%,.,-10.7%,i,-23.1%
CC1=C(\C=C/C(C)=C/C=C\C(C)=C\C(=O)Nc2ccc(O)cc2)C(C)(C)CCC1,i,4.0%,.,0.0%,?,i,-4.1%,-3.2%,-18.7%,i,?
Cc1cccc(OCC(O)Cn2c(=N)n(CCN3CCCCC3)c3ccccc32)c1 (stereo unspecified),i,-1.8%[57.5 µM],-6.4%,-2.2%,?,?,-9.1%,-6.1%,-6.5%,i,7.8%
CCOc1ccc(N(CC(=O)NCc2ccccc2)S(C)(=O)=O)cc1,.,-2.6%,7.1%,2.5%,.,.,2.1%,-3.0%,2.4%,.,9.7%
Cc1nc(NCCCn2ccnc2)c2ccccc2n1,i,-0.3%[57.5 µM],9.7%,-0.3%,?,i,1.3%,-2.9%,-1.2%,i,-12.6%
CS(=O)(=O)c1nc(-c2ccccc2)cc(C(F)(F)F)n1,i,1.0%,-13.7%,3.6%,i,?,-6.0%,-13.5%,0.9%,i,-29.8%
CCn1c(N2CCN(S(=O)(=O)c3ccccc3C(F)(F)F)CC2)nc2ccccc21,i,-2.1%,?,0.0%,?,i,-3.6%,6.0%,-5.0%,i,-6.5%
CC(=O)N1CCN(c2ccc(NCc3ccccc3)cc2)CC1,i,.,7.94µM*,0.0%,?,i,-2.8%,-5.2%,-19.3%,i,3.4%
COc1ccc(Cc2nnc(NC(=O)c3c(-c4ccccc4)noc3C)s2)cc1,.,-1.4%,-19.6%,-1.8%,.,.,2.4%,-10.2%,-3.7%,.,-27.1%
COc1cc(OC)c(C2CC(=O)N3CN(c4ccccc4C)CSC3=C2C#N)cc1OC (stereo unspecified),i,-3.0%[0.369 µM],?,2.2%,?,?,-7.5%,-1.2%,-18.9%,i,?
CCOc1ccc(CNC(=O)C2CCC(=O)N2C2CCCC2)cc1OC (stereo unspecified),i,0.0%,2.4%,3.9%,i,i,-2.1%,7.4%,-5.9%,i,-5.4%
CN1CCN(c2ncnc3ccc(-c4cccnc4)cc23)CC1,i,-0.9%,37.0%[activator],5.7%[9.22 µM],i,i,-7.8%,-5.1%,-2.5%,i,10.0%
COC(=O)CSc1nc(C(C)C)nc2ccccc12,i,.,0.3%,-2.9%,?,i,-7.4%,-3.4%,0.5%,i,2.9%
CC(C)C(NC(=O)C1CCCCC1)C(=O)Nc1ccncc1 (stereo unspecified),i,-1.2%,12.2%,8.6%,?,i,-7.6%,-5.7%,4.6%,i,3.2%
COCCNC(=O)CN1c2ccccc2CC1C (stereo unspecified),i,-0.2%[57.5 µM],-9.9%,-2.8%,i,?,2.5%,5.8%,-8.2%,i,-10.3%
Cc1ccc(S(=O)(=O)Nc2ccc(Br)cc2/C=N/n2cnnc2)cc1,i,-0.3%[57.5 µM],-2.3%,8.2%,i,?,3.4%,-1.0%,9.5%,i,-1.3%
Cn1c(=O)c2c(nc(-n3ccnc3)n2Cc2ccccc2)n(C)c1=O,i,0.6%,4.3%,2.2%,?,i,-2.8%,1.4%,-11.7%,i,10.3%

# Next part; it opens with the 2 that closed the last part.
SMILES,4MU fluor,HBB splicing,15-hLO inh,GFP derepression,Fluorescein fluor,TexasRed autofl,Pol III holo inh,Ub-GFP proteasome,Hsp90 Hop PPI,Rhodamine autofl,HADH2 inh
Cc1ccc(S(=O)(=O)Nc2ccc(Br)cc2/C=N/n2cnnc2)cc1,i,-0.3%[57.5 µM],-2.3%,8.2%,i,?,3.4%,-1.0%,9.5%,i,-1.3%
Cn1c(=O)c2c(nc(-n3ccnc3)n2Cc2ccccc2)n(C)c1=O,i,0.6%,4.3%,2.2%,?,i,-2.8%,1.4%,-11.7%,i,10.3%
Cn1c(CC2C(=O)Nc3ccc(Br)cc32)nc2ccccc2c1=O (stereo unspecified),i,-0.4%,-16.0%,-4.3%,?,?,2.0%,-4.8%,-1.9%,i,3.2%
Cc1ccc(CC2C(=O)N(c3ncccn3)C(=O)C2C)cc1 (stereo unspecified),.,-0.7%,5.0%,2.3%,.,.,-8.2%,4.6%,-2.4%,.,12.8%
OCCN1CCN(c2ncnc3ccc(Br)cc23)CC1,.,-0.8%,-20.6%,.,.,.,-4.2%,3.3%,-3.6%[2.3 µM],.,-7.3%
Cc1nc2ncnn2c(N2CCC(C(=O)NC3CCCC3)CC2)c1Cc1ccccc1,i,.,-39.5%,1.2%,i,i,-4.9%,3.9%,-2.2%,i,-3.1%
C=CCN1CCN(C(c2ccccc2)c2nnnn2CCC(C)C)CC1 (stereo unspecified),i,.,-3.2%,-1.7%,i,i,0.2%,-3.0%,0.7%,i,-18.9%
COCCCn1c(=S)[nH]c2ccc(N3CCOCC3)cc2c1=O,3.05e-08M*,7.0%[0.369 µM],-0.5%,4.3%,?,i,-3.8%,-3.4%,-3.0%,i,-4.0%
CCCNC(=O)N1N=C(c2ccc(N)cc2)c2cc3c(cc2[C@H]1C)OCO3,.,.,-7.2%[25.6 µM],-1.4%,.,.,-1.1%,2.6%,-4.4%,.,-7.2%
O=c1c2ccccc2nc(CSc2nnnn2-c2ccccc2)n1-c1ccccc1,.,-0.5%,1.1%,4.7%,.,.,-0.9%,-3.0%,-4.3%,.,-9.9%
CC12CCC(C(=O)NCc3ccc4c(c3)OCO4)(OC1=O)C2(C)C (stereo unspecified),i,0.2%,5.9%,5.4%,i,?,-0.1%,-3.8%,-0.6%,i,4.2%
CNC(=O)CSc1nnnn1-c1ccc(C)cc1C,i,-2.2%,-11.1%,0.0%,?,i,-4.9%,-1.0%,-3.6%,i,12.7%
NC(=O)CC(NC(=O)OCc1ccccc1)C(=O)O (stereo unspecified),i,-2.5%[57.5 µM],0.3%,-2.2%,?,i,7.8%,-0.9%,1.0%,i,14.8%
CC(CN1CCCCC1)OC(=O)c1ccc2c(c1)OCO2 (stereo unspecified),i,-1.0%,-5.3%,-1.2%,?,i,-5.7%,-2.2%,-2.3%,i,3.5%
N#CC1=C(N)OC2=C(C(=O)CCC2)C1CCc1ccccc1 (stereo unspecified),i,.,.,-2.6%[20.6 µM],i,i,.,.,.,i,.
Cn1c(=O)n(CCc2ccccc2)c(=O)c2c1nc1n2CCCN1Cc1ccccc1,i,8.7%[0.369 µM],?,2.2%,i,i,3.9%,0.0%,-3.4%,i,0.7%

# Compound profiles (already shown). Screens in order: 4MU fluor	HBB splicing	15-hLO inh	GFP derepression	Fluorescein fluor	TexasRed autofl	Pol III holo inh	Ub-GFP proteasome	Hsp90 Hop PPI	Rhodamine autofl	HADH2 inh
# C=CCN1CCN(C(c2ccccc2)c2nnnn2CCC(C)C)CC1 (stereo unspecified) is listed as i	.	-3.2%	-1.7%	i	i	0.2%	-3.0%	0.7%	i	-18.9%
# Cn1c(CC2C(=O)Nc3ccc(Br)cc32)nc2ccccc2c1=O (stereo unspecified) is listed as i	-0.4%	-16.0%	-4.3%	?	?	2.0%	-4.8%	-1.9%	i	3.2%
# O=c1c2ccccc2nc(CSc2nnnn2-c2ccccc2)n1-c1ccccc1 is listed as .	-0.5%	1.1%	4.7%	.	.	-0.9%	-3.0%	-4.3%	.	-9.9%
